Screening results as filed in PubChem BioAssay.
Peg3 prom inh = Peg3 promoter-driven luciferase inhibitors, primary screen, cell-based, HeLa, luciferase luminescence; HeLa PEG-Prom luciferase reporter, overnight; AID 588405, 2011; inhibition, % at 20 µM; hit rate 1.7% among 360,000;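 active = inhibition of at least 50% at 20 µM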
NR2E3 ag-1 = NR2E3 agonists in two-hybrid cells, primary screen, cell-based, luminescence, CHO-S, Gal4-NCOR/VP16-NR2E3; luciferase; AID 602229, 2012; Photoreceptor-specific nuclear receptor (Homo sapiens), Q9Y5X4; hit rate 0.35% among 360,000; inhibition of corepressor binding, % at 3.98 µM;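 active = inhibition above the mean of all tested compounds plus 3 SD, cut at about 70% in these data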;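 also: 0% = DMSO with NR2E3 transfected cells and 100% = cells lacking NR2E3 construct; higher means lower luciferase signal from less NR2E3 corepressor binding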
Target sequence (Q9Y5X4 whole entry, looked up, the tested form may be a part): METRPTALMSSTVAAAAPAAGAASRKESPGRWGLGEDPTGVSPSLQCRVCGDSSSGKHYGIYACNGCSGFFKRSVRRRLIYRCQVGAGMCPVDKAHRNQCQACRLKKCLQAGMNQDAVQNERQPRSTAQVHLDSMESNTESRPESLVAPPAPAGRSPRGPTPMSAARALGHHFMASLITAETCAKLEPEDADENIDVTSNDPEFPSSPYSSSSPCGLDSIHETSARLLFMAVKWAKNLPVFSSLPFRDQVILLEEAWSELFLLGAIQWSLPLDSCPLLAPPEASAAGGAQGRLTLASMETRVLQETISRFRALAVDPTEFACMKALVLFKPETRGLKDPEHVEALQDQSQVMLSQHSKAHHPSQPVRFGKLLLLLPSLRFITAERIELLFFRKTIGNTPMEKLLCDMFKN
LMP1 NFkB inh = EBV LMP1-driven NF-kappaB luciferase reporter inhibitors, primary screen, cell-based, luminescence, single point; LMP1-induced NF-kappaB luciferase reporter cells; inhibition, % at 12.5 µM; hit rate 0.69% among 350,000; AID 504558, 2011; in the data active = inhibition above about 41%;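 also: 0% = neutral control wells and 100% = reference inhibitor control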
iPSC survival up = enhancers of single-cell hiPSC survival, primary screen, ATPlite luminescence; survival enhancement, % at 20 µM; hit rate 0.044% among 360,000; AID 602274, 2012; 100% = ROCK inhibitor wells, 0% = DMSO; in the data active = survival enhancement above about 18%;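 also: cells exposed to compounds for 16 hours before the ATP read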
C8 TRAIL sens = viability loss with TRAIL in NB7+C8 cells, primary screen, TRAIL sensitizer project, cell-based, ATPlite luminescence. inhibition (viability loss, TRAIL sensitization), % at 10 µM. hit rate 1% among 360,000. AID 624354, 2012;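 active = compounds causing at least 50% loss of cell viability in the single-dose screen, relative to plate controls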
HIF-2a inh = HIF-2a reporter inhibitors, primary screen, luminescence, 786-0 RCC cells; inhibition, % at 18.8 µM; AID 624352, 2012; hit rate 0.72% among 360,000; 786-0 RCC cells HIF-2a reporter, luciferase luminescence, overnight;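 active = inhibition of the luminescence signal of 40% or more relative to plate controls, in a single-dose primary screen at 18.75 µM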
NR2E3 ag-2 = inhibitors of NR2E3-RetCOR corepressor binding, primary screen, NR2E3 agonist project, biochemical, TR-FRET, GST-NR2E3, biotin-RetCOR; Photoreceptor-specific nuclear receptor (Homo sapiens), Q9Y5X4; 1536-well; inhibition of corepressor binding, % at 4.78 µM; hit rate 0.12% among 320,000; AID 2300, 2010;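 active = percent inhibition above the cutoff of mean plus 3 SD of all tested compounds, set per screening campaign, cut at about 20% in these data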;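 also: 0% = DMSO wells and 100% = biotin wells as full block of FRET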
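Material: NR2E3–RetCOR corepressor complex / Amount: 1.35 nM GST-NR2E3 / Medium: Tris pH 7.5 / Compound: single nominal compound dose of 4.8 µM / Incubation: 5 h at 4 °C / Technique: TR-FRET, Eu(K)-anti-GST donor, streptavidin-D2 acceptor, ex 340, em 617/671 nm / Read-out basis: percent loss of FRET ratio relative to control wells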
TRPM1 prom inh = inhibitors of MITF-dependent TRPM1 promoter reporter, primary screen, cell-based, SK-MEL-5, single point, luciferase. inhibition, % at 12.5 µM. AID 488899, 2010. SK-MEL-5 TRPM1 promoter luciferase, 24 h. hit rate 0.83% among 330,000;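 active = mean inhibition across replicates of 60% or more, whatever share of single replicates reaches that level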; also: values of inactives mirror those of a sister screen read the other way
CF NFkB block = inhibitors of PAF-induced NF-kB signaling, primary screen, cell-based, GFP fluorescence, uHTS; KKLEB NF-kB-GFP reporter, GFP fluorescence overnight; inhibition, % at 5 µM; hit rate 0.86% among 360,000; AID 588850, 2011;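 active = at least 50% inhibition at 5 µM, scaled per plate between neutral and stimulator controls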;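 also: PAF is a Pseudomonas aeruginosa culture filtrate used as stimulus; plate controls were PAF-stimulated DMSO wells for no effect and unstimulated DMSO wells for full effect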
Shn3 3UTR inh = reduction of Shn3 3'UTR firefly luciferase signal, primary screen, Schnurri-3 inhibitor project, cell-based, Clone20 osteoblasts, set 2 | inhibition, % at 12.5 µM | hit rate 0.52% among 360,000 | Clone20 osteoblast Shn3 3'UTR firefly luciferase, 24 h | AID 588674, 2011;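 active = mean inhibition of at least 75% with every replicate also reaching 75%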;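 also: 0% = median of neutral control wells and 100% = pilot-screen positive control compound; some compounds past the cut are filed as inactive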
KKLEB tox = cytotoxicity in KKLEB CF airway cells, primary screen, cytotoxicity control for CF NF-kB inhibitor project, cell-based, uHTS, fluorescence assay plates. KKLEB CF airway cells viability, ATPlite luminescence, overnight; hits give low values; cells stimulated with P. aeruginosa culture filtrate. activity change (cytotoxicity), % at 5 µM. hit rate 0.36% among 360,000. AID 602141, 2011;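 active = corrected activity change at or below -50% at 5 µM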
Numbers without * were called inactive; nt = not tested or not shown. This is a subset; count on the stated rates, not on these rows.

Sample of the layout (ten entries):
SMILES | Peg3 prom inh | NR2E3 ag-1 | LMP1 NFkB inh | iPSC survival up | C8 TRAIL sens | HIF-2a inh | NR2E3 ag-2 | TRPM1 prom inh | CF NFkB block | Shn3 3UTR inh | KKLEB tox
CC(=O)OC1C2CCC1C([N+]1(C)CCCCC1)CC2 (stereo unspecified) | 2 | -16 | 0 | 1.0 | -2 | 16 | -3 | -3 | 4 | -2 | -6
O=C(NCCCCCCCCNC(=O)c1cccc2ccccc12)c1cccc2ccccc12 | 2 | -4 | 2 | -2.1 | 19 | 11 | nt | 6 | 14 | 57 | -11
COc1ccc(S(=O)(=O)Cc2ccc(C(=O)NC3CCCCC3)o2)cc1 | -6 | 7 | 1 | -0.5 | -3 | 2 | -1 | 4 | 16 | -1 | 0
O=C(Nc1cccnc1)c1ccc(-c2ccccc2)cc1 | -177 | -3 | 5 | -2.8 | 35 | -244 | 2 | -71 | 0 | -58 | -8
CC1(C2CC2)NC(=O)N(CC(=O)Nc2ccc(Cl)c([N+](=O)[O-])c2)C1=O (stereo unspecified) | 12 | 18 | 0 | -0.2 | 9 | -6 | 2 | 5 | 7 | 4 | -3
O=C1OCC2=C1C(c1ccccc1)CC(=O)N2c1cccc(F)c1 (stereo unspecified) | 13 | -8 | -8 | 2.0 | -3 | 17 | 1 | 2 | -6 | -17 | 2
Cc1cccc(C(=O)N2N=C(c3ccc(NS(C)(=O)=O)cc3)CC2c2cccs2)c1 (stereo unspecified) | 36 | -2 | 24 | -0.3 | 1 | 22 | 5 | 12 | 20 | 13 | 2
CCOC(=O)c1c(CC(C)C)csc1NC(=O)CCl | 22 | -9 | -4 | -2.3 | 4 | 9 | -1 | 15 | 4 | 8 | 4
Cc1nc2nc[nH]n2c(=O)c1NS(C)(=O)=O | -6 | 0 | -1 | -2.1 | 18 | 7 | 1 | 6 | 0 | 12 | -2
COCCNC(=O)C1CCC(CNS(=O)(=O)c2c(C)cc(C)cc2C)CC1 (stereo unspecified) | 8 | 21 | -27 | 0.0 | -24 | 13 | 4 | 0 | -32 | 4 | 10

The list itself, repeating the preview:
SMILES | Peg3 prom inh | NR2E3 ag-1 | LMP1 NFkB inh | iPSC survival up | C8 TRAIL sens | HIF-2a inh | NR2E3 ag-2 | TRPM1 prom inh | CF NFkB block | Shn3 3UTR inh | KKLEB tox
CC(=O)OC1C2CCC1C([N+]1(C)CCCCC1)CC2 (stereo unspecified) | 2 | -16 | 0 | 1.0 | -2 | 16 | -3 | -3 | 4 | -2 | -6
O=C(NCCCCCCCCNC(=O)c1cccc2ccccc12)c1cccc2ccccc12 | 2 | -4 | 2 | -2.1 | 19 | 11 | nt | 6 | 14 | 57 | -11
COc1ccc(S(=O)(=O)Cc2ccc(C(=O)NC3CCCCC3)o2)cc1 | -6 | 7 | 1 | -0.5 | -3 | 2 | -1 | 4 | 16 | -1 | 0
O=C(Nc1cccnc1)c1ccc(-c2ccccc2)cc1 | -177 | -3 | 5 | -2.8 | 35 | -244 | 2 | -71 | 0 | -58 | -8
CC1(C2CC2)NC(=O)N(CC(=O)Nc2ccc(Cl)c([N+](=O)[O-])c2)C1=O (stereo unspecified) | 12 | 18 | 0 | -0.2 | 9 | -6 | 2 | 5 | 7 | 4 | -3
O=C1OCC2=C1C(c1ccccc1)CC(=O)N2c1cccc(F)c1 (stereo unspecified) | 13 | -8 | -8 | 2.0 | -3 | 17 | 1 | 2 | -6 | -17 | 2
Cc1cccc(C(=O)N2N=C(c3ccc(NS(C)(=O)=O)cc3)CC2c2cccs2)c1 (stereo unspecified) | 36 | -2 | 24 | -0.3 | 1 | 22 | 5 | 12 | 20 | 13 | 2
CCOC(=O)c1c(CC(C)C)csc1NC(=O)CCl | 22 | -9 | -4 | -2.3 | 4 | 9 | -1 | 15 | 4 | 8 | 4
Cc1nc2nc[nH]n2c(=O)c1NS(C)(=O)=O | -6 | 0 | -1 | -2.1 | 18 | 7 | 1 | 6 | 0 | 12 | -2
COCCNC(=O)C1CCC(CNS(=O)(=O)c2c(C)cc(C)cc2C)CC1 (stereo unspecified) | 8 | 21 | -27 | 0.0 | -24 | 13 | 4 | 0 | -32 | 4 | 10
COc1ccc(NS(=O)(=O)c2cc(NC(=O)c3ccc(C)s3)ccc2N2CCOCC2)cc1 | 30 | 9 | -9 | -0.5 | 5 | 21 | 1 | 13 | 7 | -4 | 4
CCCc1[nH]nc2c1C(c1ccccc1OC)C(C#N)=C(N)O2 (stereo unspecified) | 12 | -5 | -8 | -0.3 | 1 | 17 | 4 | 8 | 2 | 1 | -7
c1ccn2c(c1)nc1c2nc2ccccn21 | -187 | -56 | -16 | 1.4 | -2 | -120 | -4 | -36 | -16 | -108 | -7
O=C(NC12CC3CC(CC(C3)C1)C2)c1cncc(Br)c1 | -30 | -54 | 2 | 0.1 | -6 | -25 | 3 | -37 | 40 | 5 | -14
COc1ccc(N2CCN(C(=O)c3ccc4nc(N5CCCCC5)sc4c3)CC2)cc1 | -133 | -56 | -10 | 2.6 | 13 | -181 | -2 | -48 | -22 | -55 | -12
COc1ccccc1C=NNc1nc(C)cc(=O)[nH]1 | -12 | 13 | -12 | 1.9 | 4 | -20 | nt | -11 | -7 | -7 | -5
COc1ccccc1NC(=O)COc1cccnc1[N+](=O)[O-] | -2 | -24 | -5 | -0.5 | -10 | -22 | nt | 4 | 14 | -6 | -6
COc1ccc(N2CCN(c3nc4ccccn4c(=O)c3C=O)CC2)cc1 | -30 | 1 | 3 | 4.0 | 2 | -108 | -1 | -28 | -4 | 2 | 6
O=C1c2ccccc2C(Nc2ccccc2)N1c1cccnc1 (stereo unspecified) | 4 | -16 | -7 | 4.3 | -7 | 4 | 1 | 5 | -2 | -10 | 10
Cc1cc(C(=O)N2CCCC(N3CCN(c4cccc(Cl)c4)CC3)C2)nc(C)n1 (stereo unspecified) | 7 | -16 | -8 | 0.1 | -3 | 15 | 2 | 6 | 5 | -3 | 1
O=C(Nc1nc(-c2cccs2)cs1)c1cccc(S(=O)(=O)N2CCCCCC2)c1 | -31 | -31 | -15 | 1.3 | 1 | -49 | -1 | -12 | 5 | 59 | 2
COc1ccc(Br)c(C(=O)Nn2c(C)nc3ccccc3c2=O)c1 | 23 | 5 | -4 | -1.8 | 4 | 15 | -1 | 1 | -11 | -2 | 6
COc1ccc(/C=N/NC(=O)c2ccc(O)cc2)cc1CN1CCCc2ccccc21 | 6 | 3 | 0 | 2.2 | -4 | 10 | 0 | 13 | -50 | -12 | -6
CC(C)n1c(NCc2cccs2)nc2ccccc21 | -4 | 11 | 9 | 0.0 | -1 | 24 | 3 | 2 | -2 | -13 | 11
COc1ccc(F)c(-c2nc(CN3CCC(c4ccccc4)CC3)c(C)o2)c1 | 11 | -12 | 5 | -1.9 | 2 | 2 | 1 | 9 | -8 | 1 | -9
CCOc1ccc(S(=O)(=O)N2CCN(C(=O)c3ccc(C)c(S(=O)(=O)N4CCOCC4)c3)CC2)cc1 | 11 | 27 | 4 | 0.7 | 6 | -9 | nt | 17 | -6 | 52 | 16
Cc1noc(C)c1C(=O)N1CCC1(C)C(=O)NS(=O)(=O)c1cccs1 (stereo unspecified) | 0 | -31 | nt | 0.2 | -24 | 11 | nt | nt | 4 | 23 | -4
CCC(=O)N1CCN(c2ccc(Cl)cc2NC(=O)c2cccc([N+](=O)[O-])c2)CC1 | 6 | -1 | -6 | -0.7 | 7 | 7 | 6 | 20 | 0 | -4 | -15
CCN1CCN(C(=O)c2ccc(COc3cccc(Cl)c3)o2)CC1 | 11 | 6 | -4 | -0.2 | -17 | 2 | -1 | -9 | -2 | -8 | -16
FC(F)Oc1ccc(NC(=S)NCC2COc3ccccc3O2)cc1 (stereo unspecified) | 0 | -13 | -4 | -1.7 | -12 | -13 | 4 | -4 | -3 | -9 | -12
CCc1c(C(=O)O)[nH]c2ccc(Br)cc12 | 4 | -2 | 0 | -0.7 | -6 | 8 | 43* | 4 | -9 | -7 | 18
Nc1ccc(S(=O)(=O)Nc2ccccn2)cc1 | -3 | -11 | 1 | -1.9 | 0 | 6 | -1 | -22 | -13 | -1 | 12
O=C(CSc1nc(O)c(-c2ccccc2)c(=O)[nH]1)N1CCOCC1 | -2 | -26 | -11 | 0.9 | -12 | 16 | 1 | 7 | -10 | 0 | -2
CC(C)C1CC(C(=O)Nc2ccccc2)C(=O)O1 (stereo unspecified) | -19 | -11 | -1 | 0.0 | -8 | -10 | 1 | -3 | 0 | -14 | -4
Cc1ccc(CSC(Nc2ccc(F)cc2)=C(C#N)C#N)cc1 | 31 | 99* | 14 | -0.3 | 42 | 16 | 0 | 15 | 41 | 23 | -43
Cc1noc(C)c1COc1ccccc1C(=O)NCCc1ccc(F)cc1 | -6 | 4 | 2 | 0.9 | -16 | 6 | nt | -16 | 18 | 4 | -4
COc1ccc(C(=O)OCCc2cc3ccccc3c(=O)o2)cc1 | -154 | -47 | 2 | 2.3 | -1 | -65 | 1 | -62 | 2 | -35 | 0
Cc1[nH]n(C(N)=S)c(=O)c1N=Nc1cc(-c2ccc(Br)cc2)[nH]n1 | -151 | -3 | -21 | -1.5 | 23 | -181 | 1 | -30 | -30 | -15 | 23
COc1ccc(C(=O)NC(=S)NNC(=O)c2ccc(O)cc2)cc1[N+](=O)[O-] | -5 | -14 | 1 | -0.6 | 1 | 14 | -3 | 6 | 6 | -21 | -13
COc1ccccc1C(=O)NNC(=O)c1cccc([N+](=O)[O-])c1 | 4 | 14 | -6 | -2.3 | 1 | 8 | 1 | 4 | 10 | 1 | 7
Cc1ccc(N2CC(C(=O)N/N=C/c3c(F)cccc3Cl)CC2=O)cc1 (stereo unspecified) | 22 | 0 | 4 | 0.1 | 16 | -1 | 0 | -3 | -7 | 13 | -3
